Compound activity: PubChem BioAssay, National Center for Advancing Translational Sciences (NCATS)
TDP1 cell noCPT: qHTS for Inhibitors of human tyrosyl-DNA phosphodiesterase 1 (TDP1): qHTS in cells in absence of CPT; DT40 Tdp1-/- hTDP1 cells, no CPT, ATP luminescence, 48 h; Potency, µM (titrated, usually from 46.2 µM), for inactives: top-dose activity change, negative = growth inhibition, actives largely listed as inhibitors; 15% of 420,000 active; note: nearly all actives have a fitted effect of over 55% in size
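A cellular qHTS used chicken DT40 cells lacking endogenous Tdp1 but carrying stably transfected human TDP1. Compounds were applied without camptothecin, and cell growth kinetics were judged by ATP-dependent luminescence after ≥48 hr.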
TDP1 block: qHTS Assay for Inhibitors of Tyrosyl-DNA Phosphodiesterase (TDP1). Tyrosyl-DNA phosphodiesterase 1 (Homo sapiens), Q9NUW8. recombinant TDP1, AlphaScreen DNA substrate cleavage. Potency, µM (titrated, usually from 130 µM), inactives show at the highest dose activity change, negative = inhibition, usual class: inhibitors. 0.28% of 350,000 active. AID 485290, 2010; note: nearly all actives have a fitted effect of over 40% in size
Target sequence (Q9NUW8 whole entry, looked up): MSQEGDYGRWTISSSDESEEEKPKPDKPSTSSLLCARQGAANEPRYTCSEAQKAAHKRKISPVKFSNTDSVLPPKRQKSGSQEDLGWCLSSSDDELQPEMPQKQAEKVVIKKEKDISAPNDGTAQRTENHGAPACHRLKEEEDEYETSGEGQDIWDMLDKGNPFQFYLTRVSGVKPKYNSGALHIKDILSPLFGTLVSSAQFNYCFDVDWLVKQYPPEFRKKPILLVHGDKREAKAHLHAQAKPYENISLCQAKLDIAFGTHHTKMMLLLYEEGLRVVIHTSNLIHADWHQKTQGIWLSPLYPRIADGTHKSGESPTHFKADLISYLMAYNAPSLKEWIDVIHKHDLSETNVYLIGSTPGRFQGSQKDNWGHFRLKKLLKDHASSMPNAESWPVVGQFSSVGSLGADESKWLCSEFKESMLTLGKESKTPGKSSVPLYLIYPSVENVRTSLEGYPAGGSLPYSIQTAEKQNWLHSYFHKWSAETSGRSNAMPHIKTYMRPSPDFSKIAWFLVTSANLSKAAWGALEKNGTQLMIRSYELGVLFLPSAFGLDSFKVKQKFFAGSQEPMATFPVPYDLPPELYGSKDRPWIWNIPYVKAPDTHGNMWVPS
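Signal: AlphaScreen proximity between streptavidin donor and anti-FITC acceptor beads on intact substrate. Reaction: Tdp1 1 nM, substrate 15 nM final, 5 min RT after 15 min compound preincubation.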
KAT2A inh: qHTS Assay for Inhibitors of GCN5L2 | Potency, µM (titrated, usually from 58.9 µM), inactives show at the highest dose activity change, negative = inhibition, actives largely listed as inhibitors | GCN5L2 HAT assay, ThioGlo1 CoA-SH fluorescence | 0.21% of 390,000 active
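Free CoA generated was detected with ThioGlo1 (50uM) fluorescence at Ex340nm/Em540nm, read immediately and after 20 min at room temperature. Enzyme, 20 nM in HEPES pH 7.5 buffer, saw compounds 15 min before adding 75uM H3(1-25) peptide and 70uM acetyl-CoA.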
Active calls of the source: *; u = inconclusive; x = not tested or not shown; & = joins results of further samples; [ ] = another dose, or the depositor's remark. Calls come from the whole dose curve; as a rule, active = well fitted curve in the direction sought with a large enough effect; inconclusive = small, poorly fitted or top-dose-only effect, or another doubt; inactive = no such curve, though single readings can be large; an effect the other way counts as inactive or inconclusive. % is set by controls: 0 for no effect and ±100 for the full control effect; potency is the fitted concentration of half-maximal effect.

The first 7 entries, to show the layout:
SMILES	TDP1 cell noCPT	TDP1 block	KAT2A inh
CCOc1ccccc1NC(=O)c1ccc2ccccc2c1	u	x	-7.8%
COc1ccc(N2CCN(C(c3ccccc3)c3nnnn3Cc3ccc(F)cc3)CC2)cc1 (centres undefined)	u	6.2%	-21.1%
CC(C)C(NC(=O)OCc1ccccc1)C(=O)OCC(=O)N1C(C)CCCC1C (centres undefined)	u	-7.1%	-4.5%
COCCCn1c(SCc2ccccc2)nc2cc(OC)c(OC)cc2c1=N	u	7.9%	-14.6%
CCc1ccc(-n2cc(-c3ccc(F)cc3)[n+]3c2SCCC3)cc1	1.84µM*	2.6%	-14.2%
CCN1C(=O)c2ccccc2S(=O)c2ccc(C(=O)NCCN(CC(C)C)CC(C)C)cc21 (centres undefined)	23.1µM*	x	-6.5%
CC(C)OCCCNC(=S)NNC(=O)c1ccc(Cl)c(Cl)c1	13.2%	1.2%	12.8%

The whole of this part, from the start:
SMILES	TDP1 cell noCPT	TDP1 block	KAT2A inh
CCOc1ccccc1NC(=O)c1ccc2ccccc2c1	u	x	-7.8%
COc1ccc(N2CCN(C(c3ccccc3)c3nnnn3Cc3ccc(F)cc3)CC2)cc1 (centres undefined)	u	6.2%	-21.1%
CC(C)C(NC(=O)OCc1ccccc1)C(=O)OCC(=O)N1C(C)CCCC1C (centres undefined)	u	-7.1%	-4.5%
COCCCn1c(SCc2ccccc2)nc2cc(OC)c(OC)cc2c1=N	u	7.9%	-14.6%
CCc1ccc(-n2cc(-c3ccc(F)cc3)[n+]3c2SCCC3)cc1	1.84µM*	2.6%	-14.2%
CCN1C(=O)c2ccccc2S(=O)c2ccc(C(=O)NCCN(CC(C)C)CC(C)C)cc21 (centres undefined)	23.1µM*	x	-6.5%
CC(C)OCCCNC(=S)NNC(=O)c1ccc(Cl)c(Cl)c1	13.2%	1.2%	12.8%
O=C(CSc1nnc(CNC(=O)c2ccccc2)o1)NCc1ccccc1	2.3%	1.1%[56.1 µM]	-22.0%
CNC(=S)NNC(=O)c1ccc(=O)n(Cc2cccc(C(F)(F)F)c2)c1	u	5.8%	-1.3%
COc1cccc(NC(=O)CCC(=O)N2Cc3ccccc3Oc3ncccc32)c1	-17.6%	7.4%	44.5%[activator]
CCOC(=O)C1CCN(C(=O)c2cc3c(=O)n4ccccc4nc3s2)CC1	4.2%	1.6%	-35.8%
CC(C)CN1C(Nc2ccccc2)=NC[C@@H]1C	13.9%	x	-2.0%
COc1cc(=O)[nH]c(SC(C)C(=O)Nc2ccc3ccccc3c2)n1 (centres undefined)	7.6%	-4.2%	-5.0%
CCC(=O)Nc1ccccc1Sc1ncnc2scc(-c3ccccc3)c12	-25.4%	5.3%	-1.2%
CC(=O)Nc1ccc2nsnc2c1	-4.5%	x	-5.4%
COc1ccc(CN(Cc2cccn2C)C(=O)c2cc3cc(OC)ccc3[nH]2)cc1	u	6.5%	u
Cc1nn(CC(=O)NC(C)c2ccccc2)c(C)c1[N+](=O)[O-] (centres undefined)	-19.1%	-3.6%	-11.1%
CCCc1ccc(C(=O)NNC(=O)c2ccc(Cl)cc2)cc1	-10.4%	7.3%	-20.3%
CCCCCCSc1nnc2[nH]c(=O)cc(N)n12	u	2.6%	-0.7%
O=Nc1c(O)[nH]c2ccc(Cl)cc12	u	5.4%	-3.6%
CCCCNC(=O)C1Cc2cc(S(=O)(=O)N3CCCC3)ccc2N1C(C)=O (centres undefined)	18.5%	1.3%	-24.8%
NC(=O)C1CCN(C(=O)c2cc3c(s2)CCCCC3)CC1	-9.6%	-1.3%	-0.2%
COc1ccccc1OCC(=O)NCCCN1CCOCC1	-1.3%	6.3%	1.4%
COc1ccc(N(CC(=O)NCCSc2ccccn2)S(=O)(=O)c2ccccc2)cc1OC	u	3.1%[0.0935 µM]	-4.3%
CCC(=O)N1CCc2cc(S(=O)(=O)CCC(=O)Nc3ccc(C(C)=O)cc3)ccc21	-15.7%	3.6%	-25.8%

Sorted by heavy-atom count (ascending): some entries from above
SMILES	TDP1 cell noCPT	TDP1 block	KAT2A inh
NC(=O)C1CCN(C(=O)c2cc3c(s2)CCCCC3)CC1	-9.6%	-1.3%	-0.2%
Cc1nn(CC(=O)NC(C)c2ccccc2)c(C)c1[N+](=O)[O-] (centres undefined)	-19.1%	-3.6%	-11.1%
COc1cccc(NC(=O)CCC(=O)N2Cc3ccccc3Oc3ncccc32)c1	-17.6%	7.4%	44.5%[activator]

Other results.
SMILES	TDP1 cell noCPT	TDP1 block	KAT2A inh
CCc1ccc(NC(=O)Cn2cc([N+](=O)[O-])nc2C)cc1	-8.1%	x	-6.5%
CC(=O)N1CCN(C(=O)c2ccc(S(=O)(=O)Nc3ccccc3C)cc2)CC1	-23.9%	x	-4.3%
C1CCCC(NC2=NCCO2)CCC1	18.3%	-6.8%	u
Cc1cccc(C(=O)N2CCN(S(=O)(=O)N3CCCCC3)CC2)c1	-33.0%	2.6%	-13.4%
CCCNC(=O)c1c(NC(=O)c2ccc(C)cc2)sc2c1CCCCC2	-13.5%	x	-6.0%
COc1ccc(Cl)cc1NC(=O)NC(C)c1ccncc1 (centres undefined)	u	4.3%	-11.4%
CCOC(=O)c1nnn(-c2nn3nnnc3c3ccccc23)c1C	-19.0%	6.3%	-6.5%
O=C([C@H](Cc1ccccc1)N1C(=O)c2ccccc2C1=O)N1CCOCC1	-13.1%	12.2%	-1.8%
COc1cc(NC(=S)N2CCCC(C)C2)c(OC)cc1Cl (centres undefined)	u	3.7%	-11.1%
COC(=O)c1cccc(NC(=O)c2cccc(OC)c2)c1	u	5.1%	x
COC(=O)c1ccc(COc2ccccc2/C=C(\C#N)C(=O)Nc2c(C)cccc2C)cc1	13µM*	0.0%	-8.8%
O=C(COc1ccc2c(c1)CCC2)Nc1ccccn1	-1.7%	-4.7%	-13.3%
COc1ccc(N2CCN(Cc3nc4c(c(=O)n(C)c(=O)n4C)n3CC(C)=O)CC2)cc1	23.1µM*	2.9%	-2.9%
COc1cccc(C(=O)NCC(=O)N/N=C/c2ccc3c(c2)OCO3)c1	5.2%	x	-15.8%
CN(C)C(=O)c1ccc(-c2ccc3ncnc(Nc4ccc(F)cc4)c3c2)cc1	u	x	-17.6%
COc1cc(OC)c(S(=O)(=O)Nc2ccc(C)cn2)cc1NC(C)=O	1.3%	-3.4%	-1.6%
Cn1c(SCC(=O)Nc2ccc(Br)cc2F)nnc1-c1ccco1	6.1%	-5.1%	-6.4%
CC(=O)Oc1c2c(c3c(c1CC=C(C)C)O[C@@]14C(=CC5CC1C(C)(C)OC4(C/C=C(\C)C(=O)O)C5=O)C3=O)OC(C)(CCC=C(C)C)C=C2 (some centres undefined)	1.3µM*	u	u
COc1cccc(NC(=O)CN(C)C(=O)C(CCSC)NC(=O)c2ccco2)c1 (centres undefined)	-10.4%	0.6%	-6.5%
COc1ccccc1C1CCN(Cc2cccc3ccccc23)CC1	16.4µM*	x	0.2%
C/C(=N\NC(=O)c1ccco1)c1ccc(NC(=O)c2cccs2)cc1	u	4.5%	-3.1%
COc1ccccc1C(=O)NC(=O)COC(=O)CN1C(=O)NC(C)(C)C1=O	0.5%	-7.7%	-12.6%
Cc1nc2nc(SCc3ccccc3)[nH]n2c(=O)c1C	-28.8%	x	-7.1%
Cc1nc2ccccc2c(=O)n1/N=C/c1ccc(N(C)C)cc1	-18.9%	8.4%	-5.0%
O=[N+]([O-])c1cc(-c2cnc3ccccc3n2)ccc1Oc1ccc(Br)cc1	13µM*	0.0%	-17.7%
Following part.
SMILES	TDP1 cell noCPT	TDP1 block	KAT2A inh
O=C(Nc1ccc(Br)cc1)c1cc(S(=O)(=O)NC2CCCC2)ccc1F	20.6µM*	0.0%	-14.6%
COc1cccc(C2=NOC(C(=O)N3CCN(C(=O)c4ccco4)CC3)C2)c1 (centres undefined)	-5.5%	0.0%	0.4%
Cc1cc(OC(=O)c2ccccc2C)c([N+](=O)[O-])c(=O)[nH]1	4.3%	6.0%	-6.4%
CC1=C(C)CC(C(=O)Nc2ccc(C(N)=O)cc2)C(C(=O)O)C1 (centres undefined)	1.0%	-1.1%	-2.3%
CC(=O)c1ccc(C(=O)N2CCCC(Nc3ccc(C(C)C)cc3)C2)s1 (centres undefined)	u	7.8%	-4.8%
O=Cc1ccc(OCCN2CCCC2=O)cc1	0.1%	1.8%	u
CCC(NC(=O)c1ccccc1NC(=O)c1ccco1)C(=O)NC1CCCCC1 (centres undefined)	u	-4.0%	113.9%[activator]
Cc1ccc(-n2ncc(C(=O)N3CCC(c4ccccc4)C3)c2C2CCN(C(=O)OC(C)(C)C)CC2)cc1 (centres undefined)	23.1µM*	2.1%	-4.4%
O=C(O)c1nc(=O)[nH]c(=O)[nH]1	5.1%	2.1%	-14.7%
COC(=O)C(CCSC)NC(=O)c1cc2c(n(-c3ccccc3)c1=O)CCCC2=O (centres undefined)	-3.2%	0.0%	1.7%
CCOC(=O)c1cc(-c2ccc(F)cc2)n(CCC(=O)Nc2nc3cc(C)c(C)cc3s2)c1C	u	-2.8%	-5.8%
Nc1nc2[nH]c(=S)[nH]c2c(=O)[nH]1	2.4%	1.0%	x
CCOC(=O)C1=C(C)NC(C)=C(C(=O)OCC)C1C(=O)OCC(=O)N1CC(C)OC(C)C1 (centres undefined)	12.4%	0.1%	-4.5%
O=C(Nc1cccc(NC(=O)c2cccnc2)c1)c1cccnc1	-15.3%	4.5%	-3.5%
C/C(N)=C(/C#N)C(=O)CSc1nc2ccccc2c(=O)n1-c1ccc(C)c(Cl)c1	u	2.7%	22.7%
O=C1CSC(c2ccccc2[N+](=O)[O-])N1c1ccc(O)cc1 (centres undefined)	-22.8%	2.3%	-1.9%
CC1CCN(C(=O)c2cc3c(=O)n4ccccc4nc3s2)CC1	-22.5%	2.1%[0.0935 µM]	-4.0%
Cc1ccc(NC(=O)N2CCCC2)cc1Cl	11.4%	5.5%	-23.6%
Cc1cccc(NNC(=O)C2CCC2)c1	-0.2%	2.7%	-22.9%
O=[N+]([O-])c1cc(Cl)c(Cl)c(Cl)c1Cl	u	3.5%&12.1%	-4.7%
CSc1ccc(/C=N/Nc2ccc(Cl)c(C(=O)O)c2)cc1	7.0%	0.0%	-10.3%
COc1ccc(Cn2nnnc2C(c2ccc3ncccc3c2)N2CCN(C3CCCCC3)CC2)cc1 (centres undefined)	u	0.0%	-0.6%
c1ccc2c3n(nc2c1)CCCCO3	-4.0%	0.3%	-1.3%
COc1ccccc1C(=O)Nc1ccccc1N1CCN(C(=O)c2ccc(Cl)cc2)CC1	16.4µM*	1.6%	-21.6%
CCN(C(=O)c1ccc(Br)o1)C1CCS(=O)(=O)C1 (centres undefined)	10.4%	x	-5.4%
CCn1c(COc2cccc3cccnc23)nnc1SCC(=O)O	-14.8%	2.9%	-16.3%

Taken from the entries so far for reference:
SMILES	TDP1 cell noCPT	TDP1 block	KAT2A inh
COc1ccc(CN(Cc2cccn2C)C(=O)c2cc3cc(OC)ccc3[nH]2)cc1	u	6.5%	u
Cc1nn(CC(=O)NC(C)c2ccccc2)c(C)c1[N+](=O)[O-] (centres undefined)	-19.1%	-3.6%	-11.1%
CCCc1ccc(C(=O)NNC(=O)c2ccc(Cl)cc2)cc1	-10.4%	7.3%	-20.3%
CCCCCCSc1nnc2[nH]c(=O)cc(N)n12	u	2.6%	-0.7%

Some of the compounds tested (hit frequency here may not be typical).
